CXCR6 inh: CXCR6 (human) receptor inhibition | CHO-K1 PathHunter CXCR6 beta-arrestin, luminescence | 360,000 tested, 0.36% active | inhibition, % at 20 µM | O00574; in the data active = inhibition above about 34%, passing the limit was not always enough;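 note: antagonist mode with CXCL16 agonist at 10 nM final; 0% = 10 nM CXCL16 with DMSO and 100% = unstimulated wells without agonist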
CHOP UPR activ: activators of apoptotic arm of unfolded protein response (CHOP); CHO-CHOP luciferase reporter, UPR activation, luminescence; percent of tunicamycin response over DMSO baseline; activation, % at 10 µM; 330,000 tested, 0.34% active; AID 449763;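 active = at 10 µM dose, activation of 40% or more, normalized to positive control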;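 note: 100% = tunicamycin at 10 µg/mL and 0% = DMSO alone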
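System: CHO CHOP reporter cells. Amount: 500 cells per well. Buffer or medium: F12 medium, 10% FBS. Compound dosing: one dose, 10 µM in 0.5% DMSO. Incubation: 6 h compound exposure at 37 °C after overnight seeding. Technique: Steady-Glo luciferase luminescence. Benchmarks: tunicamycin and DMSO controls.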
UPR XBP1 act: activators of adaptive arm of unfolded protein response (XBP1) | CHO-XBP1 luciferase reporter, IRE1-XBP1 UPR activation, luminescence; percent of tunicamycin response, DMSO as zero | activation, % at 20 µM | 330,000 tested, 0.33% active;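 active = versus positive control, 20 µM dose yields 30% or more activation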;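 note: 100% = tunicamycin at 10 µg/mL and 0% = DMSO only wells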
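Material: CHO-XBP1 cells stably carrying IRE1-XBP1-driven luciferase reporter / Amount: 1000 cells per well / Compound: 20 µM, 1% DMSO / Times: 6 h treatment, 37 °C / Detection: luciferase luminescence / Measure: % activation of reporter signal versus tunicamycin and DMSO controls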
APJ antagonist: blocks the human apelin receptor APJ | CHO-K1 APJ beta-arrestin complementation, luminescence | P35414 | 330,000 tested, 0.32% active | inhibition, % at 20 µM;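 active = inhibition above about 40% at 20 µM, limit read from the data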;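 note: cells challenged with 10 nM apelin-13 agonist together with compound; plate controls were apelin-13 plus DMSO wells for no effect and DMSO wells lacking apelin-13 for full effect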
Mdm2 MdmX PPI: inhibitors of human Mdm2/MdmX interaction; O15151+Q00987; SaOS-2 split-luciferase Mdm2/MdmX complementation, luminescence; inhibition, % at 8 µM; 330,000 tested, 3% active; AID 485346;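 active = inhibition of at least 50% at 8 µM in the primary screen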
Target sequence (O15151 whole entry, looked up): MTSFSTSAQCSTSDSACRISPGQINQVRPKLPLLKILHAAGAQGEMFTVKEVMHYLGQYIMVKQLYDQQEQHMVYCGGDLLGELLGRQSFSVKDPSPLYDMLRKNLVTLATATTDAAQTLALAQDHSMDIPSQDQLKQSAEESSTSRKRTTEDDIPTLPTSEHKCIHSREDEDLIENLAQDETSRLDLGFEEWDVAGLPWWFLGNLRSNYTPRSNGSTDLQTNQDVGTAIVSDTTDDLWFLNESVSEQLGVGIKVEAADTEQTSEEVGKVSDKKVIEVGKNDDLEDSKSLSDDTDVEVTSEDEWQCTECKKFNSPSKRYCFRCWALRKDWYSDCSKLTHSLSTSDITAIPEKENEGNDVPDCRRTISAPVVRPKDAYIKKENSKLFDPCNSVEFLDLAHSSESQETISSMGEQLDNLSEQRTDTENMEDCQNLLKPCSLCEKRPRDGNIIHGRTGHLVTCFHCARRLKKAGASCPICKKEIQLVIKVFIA
Target sequence (Q00987 whole entry, looked up): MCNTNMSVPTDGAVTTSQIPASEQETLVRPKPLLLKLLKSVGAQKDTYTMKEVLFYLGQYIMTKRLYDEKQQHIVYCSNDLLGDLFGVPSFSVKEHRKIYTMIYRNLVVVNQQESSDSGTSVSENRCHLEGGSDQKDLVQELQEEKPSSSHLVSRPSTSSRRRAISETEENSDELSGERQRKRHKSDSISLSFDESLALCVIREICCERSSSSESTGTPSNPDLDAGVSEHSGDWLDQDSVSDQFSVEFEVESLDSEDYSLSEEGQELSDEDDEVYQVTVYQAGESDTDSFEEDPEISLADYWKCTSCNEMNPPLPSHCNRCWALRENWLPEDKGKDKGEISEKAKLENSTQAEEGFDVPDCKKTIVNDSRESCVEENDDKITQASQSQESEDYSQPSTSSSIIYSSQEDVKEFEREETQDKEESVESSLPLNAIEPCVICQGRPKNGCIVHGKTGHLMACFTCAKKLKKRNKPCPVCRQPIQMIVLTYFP
APJ ag: APJ receptor agonism | activation, % at 20 µM | CHO-K1 APJ PathHunter beta-arrestin, luminescence; 0% DMSO wells, 100% apelin | P35414 | AID 2520 | 330,000 tested, 0.11% active;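 active = activation more than six SD over the plate average, tested at 20 µM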;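 note: 0% = DMSO alone and 100% = apelin-13 at 10 nM; some results filed as inactive read as strong as hits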
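Test system: CHO-K1 APJ beta-arrestin complementation cell line | Compound: Single test compound dose, 20 µM final, 1% DMSO | Incubation: Compound 90 min 25 °C, reagent 1 h | Measured by: beta-gal luminescence | Read-out basis: APJ–arrestin association signal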
tim23-1 inh: growth inhibitors of tim23-1 mutant yeast. S. cerevisiae tim23-1 growth, BacTiter-Glo luminescence, 24 h. inhibition, % at 20 µM. 330,000 tested, 1.3% active;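 active = growth inhibition of the mutant yeast at or above 50%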;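 note: temperature-sensitive mutant grown at 25 °C; plate controls were DMSO-treated mutant yeast for no effect and medium wells lacking yeast for full effect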
EBI2 block: EBI2 (human) antagonism. P32249. EBI2 beta-arrestin recruitment, luminescence, 7a,25-OHC stimulated. inhibition, % at 5 µM. 360,000 tested, 0.81% active. AID 651636; in the data active = inhibition above about 38%;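 note: enzyme fragment complementation signal reports receptor beta-arrestin coupling in cells; 0% = agonist plus DMSO wells and 100% = wells without agonist; some results beyond the cut were filed as inactive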
CCR6 antagonist: CCR6 (human) receptor antagonism; inhibition, % at 20 µM; CHO-K1 CCR6 PathHunter beta-arrestin, luminescence, CCL20-stimulated; AID 493098; 340,000 tested, 0.49% active;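 active = compounds whose inhibition of the agonist-driven luminescence signal at 20 µM reaches about 50%, limit read from the data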;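 note: cells stimulated with CCL20 at 14 nM final; plate controls were DMSO with CCL20 for no effect and DMSO without agonist for full effect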
* hit, by the source's call; x = no result given.

SMILES,APJ antagonist,Mdm2 MdmX PPI,CXCR6 inh,CHOP UPR activ,APJ ag,UPR XBP1 act,tim23-1 inh,EBI2 block,CCR6 antagonist
Cc1ccnc(NC(=O)c2ccc(C(=O)c3ccccc3)cc2)c1,13,-10,8,-4.4,-4,-7,27,-1,6
CCOc1ccc(N2CC(O)(c3ccc(F)cc3)[N+]3=C2CCCC3)cc1 (stereo not given),7,11,0,0.7,-3,-1,7,7,1
Cc1cc(C)n2nc(C(=O)NC(C)(C)C)nc2n1,0,14,14,-0.1,-3,2,18,-3,-6
O=C(/C=C/c1ccc(F)cc1)NC(=S)NC1CCCCC1,-38,25,0,-0.5,7,-1,0,5,-13
CN(c1ccc(OC(=O)CC2OC(=O)c3ccccc32)cc1)S(=O)(=O)c1ccccc1 (stereo not given),-1,23,-1,-0.3,-2,3,24,-2,6
CCCCn1c(N)c(N(Cc2ccccc2OC)C(=O)c2c(CC)noc2C)c(=O)[nH]c1=O,6,23,-3,-1.3,0,-4,-10,-13,18
CSc1nsc(NC(=O)CCNC(=O)c2ccc([N+](=O)[O-])cc2)n1,-38,12,-6,-1.6,1,4,-7,7,-2
COc1ccc(C(=O)COC(=O)c2n[nH]c3ccccc23)c(OC)c1,3,-94,12,5.8,-2,3,46,-14,7
CC1(C)CC2CC(C)(CN2C(=O)c2cc(-c3ccc(F)cc3)on2)C1 (stereo not given),-2,-3,-8,2.4,-2,-2,6,-7,16
COc1ccc(OCCC(=O)OCC(=O)Nc2cccc(S(=O)(=O)N3CCCCC3)c2)cc1,6,0,1,2.0,-1,-2,20,9,3
Cn1c(SCC(=O)NC2CCCC2)nnc1-c1ccccn1,4,-3,1,-1.4,3,1,-1,-4,-4
Cn1cc(/C=C2\SC(=O)N(c3ccc(O)cc3)C2=O)c2ccccc21,-10,-27,-2,3.2,0,4,33,11,-1
CC(C)CN(C(=O)CCNC(=O)c1ccc(Cl)cc1)c1c(N)n(CC(C)C)c(=O)[nH]c1=O,-7,-6,8,0.1,2,0,6,5,15
COc1ccc(NC(=O)Nc2ccc3c(c2)N(C)C(=O)CS3)cc1Cl,-21,59*,-15,0.9,15,1,1,11,-6
O=C1c2ccccc2C(=O)c2c(NCc3cccnc3)cccc21,-11,31,4,2.3,6,5,17,11,21

Record cards, as listed above. Order of values: APJ antagonist	Mdm2 MdmX PPI	CXCR6 inh	CHOP UPR activ	APJ ag	UPR XBP1 act	tim23-1 inh	EBI2 block	CCR6 antagonist
O=C1c2ccccc2C(=O)c2c(NCc3cccnc3)cccc21 is listed with -11	31	4	2.3	6	5	17	11	21
CSc1nsc(NC(=O)CCNC(=O)c2ccc([N+](=O)[O-])cc2)n1 is listed with -38	12	-6	-1.6	1	4	-7	7	-2
O=C(/C=C/c1ccc(F)cc1)NC(=S)NC1CCCCC1 is listed with -38	25	0	-0.5	7	-1	0	5	-13
CC(C)CN(C(=O)CCNC(=O)c1ccc(Cl)cc1)c1c(N)n(CC(C)C)c(=O)[nH]c1=O is listed with -7	-6	8	0.1	2	0	6	5	15
Cc1cc(C)n2nc(C(=O)NC(C)(C)C)nc2n1 is listed with 0	14	14	-0.1	-3	2	18	-3	-6

The main list resumes, repeating the two entries before the break.
SMILES,APJ antagonist,Mdm2 MdmX PPI,CXCR6 inh,CHOP UPR activ,APJ ag,UPR XBP1 act,tim23-1 inh,EBI2 block,CCR6 antagonist
COc1ccc(NC(=O)Nc2ccc3c(c2)N(C)C(=O)CS3)cc1Cl,-21,59*,-15,0.9,15,1,1,11,-6
O=C1c2ccccc2C(=O)c2c(NCc3cccnc3)cccc21,-11,31,4,2.3,6,5,17,11,21
COc1ccc(-c2csc(Nc3ccccc3)[n+]2CC(O)c2ccc([N+](=O)[O-])cc2)cc1 (stereo not given),-43,4,8,2.2,0,0,-16,24,5
COc1cccc(CN2CCN(S(=O)(=O)c3ccccc3)CC2)c1OC,-5,10,0,1.7,-2,7,24,-7,-4
Cn1cccc1CNC1CCCC1,-27,2,-2,-1.1,-6,-5,-7,-16,14
COc1cccc(C(=O)OCC(=O)Nc2cc(C)on2)c1OC,-2,9,-19,0.7,-2,0,14,-5,9
CCOc1ccccc1N1Cc2cc(C)c(C)cc2C1,4,-24,4,5.0,-4,4,14,2,3
C/C(=N\NC(=O)COc1cc(C)cc(C)c1)c1cccc(NC(=O)C2CCC2)c1,-20,23,-2,2.2,2,-3,24,5,1
CC(C)C[C@@H](CN(C)N=O)N(C[C@H](Cc1ccccc1)N(CCc1ccccc1)N=O)N=O,-47,39,4,-1.4,-4,-2,32,19,10
Cc1nc2ccc(NC(=O)c3ccc(F)c(S(=O)(=O)N4CCOCC4)c3)cc2s1,-4,15,-6,-1.9,2,-3,13,-1,28
N#CC1(NC(=O)CSc2n[nH]c(-c3ccccc3)n2)CCCCC1,-32,9,-2,-0.1,-5,8,-7,12,2
C=CCn1c(SCC(=O)Nc2cccc(S(N)(=O)=O)c2)nnc1C1CCCCC1,-2,14,0,-2.5,-3,0,13,0,6
CCOC(=O)/C(=C/c1ccccc1)NC(=O)c1ccco1,-9,15,5,-0.1,-1,0,8,-10,2
COc1ccc(C(=O)COC(=O)Cn2cnc3ccccc3c2=O)c(OC)c1,-23,11,-3,-0.3,6,1,0,8,-5
O=C(COc1ccc(Cl)cc1)OCC(=O)c1ccc[nH]1,-1,14,3,-2.1,1,5,3,-7,-3
C/C(=N/Nc1nc(-c2ccc(Cl)cc2)cs1)c1cccs1,15,-61,3,3.8,-3,3,-1,-2,3
CCn1nc(C(=O)NNS(=O)(=O)c2ccc(C)cc2)c2ccccc2c1=O,11,22,-4,0.0,0,-1,5,-3,-1
O=C1c2cccc3cccc(c23)C(=O)N1CCN1CCN(C(=S)Nc2ccc(F)cc2)CC1,-3,33,x,43*,-1,26,-26,x,x
COc1ccc(O/C(=N\S(=O)(=O)c2ccccc2)c2ccccc2)cc1,2,-20,2,1.1,0,1,1,-2,10
Cc1cc(C)c(NC(=O)Cn2nnc(C(=O)NCCc3ccccc3)c2N)c(C)c1,9,12,-4,1.0,4,-4,-26,-19,6
Cc1ccc(CCC2C3=C(CCCC3=O)OC3=C2C(=O)CCC3)cc1,22,-13,6,0.6,-4,0,9,0,14
CC1(C)Cc2cccc(OCC(=O)NCCOc3ccccc3)c2O1,12,-21,4,0.4,0,-2,16,18,9
O=C(CN(C(=O)CNC(=O)c1ccco1)c1ccc2c(c1)OCO2)NC1CCCCC1,12,4,-11,1.1,3,0,2,3,8
CCn1cc(/C=C(\NC(=O)c2ccccc2Cl)C(=O)NCCN2CCOCC2)c2ccccc21,14,1,1,2.0,1,-4,6,2,6
COc1ccc(NC(=O)c2cccnc2N2CCCCC2)cc1,20,18,-4,-0.4,-3,-2,7,-7,-9
C=CCN1C(=O)C2C(C(=O)NC3CCCC3)C3(C)C=CC2(O3)C1C(=O)NC1CCCC1 (stereo not given),11,-6,1,2.4,3,2,9,2,7
Oc1ccc2nnc3c(Br)cnn3c2c1,-15,1,-21,-0.8,-3,-2,14,-12,-35
Cc1nc(-c2ccc(S(=O)(=O)Nc3ccccc3C)cc2)co1,-3,9,2,0.0,-2,-3,36,-2,9
O=C(NNc1nc2c(F)cc(F)cc2s1)C1=COCCO1,-8,20,3,0.6,-4,6,-5,-5,-8
O=C(CCc1ccccc1)Nc1nnc(-c2cccs2)o1,16,2,-5,-0.1,-1,-3,13,6,0
Cc1cc(=O)n2[nH]c(SCc3ccccc3Cl)nc2n1,6,-5,0,4.7,-2,-2,4,-1,3
O=C1C2C(C(=O)N1c1ccncc1)C1C=CC2C12CC2 (stereo not given),7,9,-2,-0.6,-2,-5,4,4,15
Brc1ccc(N/N=C(/N=Nc2nn[nH]n2)c2ccccc2)cc1,24,77*,35,-3.4,-5,-2,28,5,52*
COCCc1nnc(NC(=O)C(C)C)s1,1,3,1,-0.1,3,2,11,-2,-2
N/C(Cc1ccc([N+](=O)[O-])cc1)=N\OC(=O)COc1ccc2ccccc2c1,-5,-4,2,-5.8,2,0,60*,15,-5
CSc1nnc2c(n1)OC(c1cccn1C)N(C(C)=O)c1ccccc1-2 (stereo not given),6,-1,-2,1.0,3,-2,10,-2,-1
N#C/C(=C1/CCCCCN1)c1nc2ccccc2s1,-13,-25,5,3.2,2,-1,20,1,11
COc1cccc(NC(=O)C(=O)NCCC2CCCCN2S(=O)(=O)c2ccccc2)c1 (stereo not given),8,-44,-2,5.4,-3,7,25,0,19
Cc1ccc([C@@H]2CC=C(C(=O)O)[C@H](c3ccccc3)N2S(=O)(=O)c2ccccc2C)cc1,8,12,11,2.4,-3,-2,28,4,4

Some of the compounds tested; rates above refer to the full screens.
